Compound activity from PubChem.
MrgX1 allo act: positive allosteric modulators of MrgX1, primary screen, HEK293 cells, Fluo-4 calcium flux; FDSS; stronger effect = higher value; B-score at 10 µM; 310,000 compounds, 0.63% hits; AID 588675, 2011;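 active = plate-corrected calcium response at least 3 library SD above typical, normal starting fluorescence, not activating the receptor alone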;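 note: compound read alongside a low EC10 to EC30 dose of BAM8-22 agonist; peak minus trough fluorescence over baseline measured at the second addition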
TRPC6 activator: mouse TRPC6 channel activators, primary screen, cell-based, HEK293, membrane potential dye; HEK293-TRPC6 membrane potential dye fluorescence; stronger effect = higher value; B-score at 10 µM; 310,000 compounds, 0.13% hits; AID 2550, 2010;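 active = B-score of the integrated fluorescence ratio above library mean plus 3 SD, and starting fluorescence ratio within library mean plus 5 SD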;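 note: higher score means more depolarization so channel activation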
TRPC4 inh: inhibitors of mouse TRPC4 channel, primary screen, Fluo4 calcium, HEK293 TRPC4beta/mu-opioid cells; Short transient receptor potential channel 4 (Mus musculus), Q9QUQ5; DAMGO-evoked Fluo4 calcium flux; stronger effect = lower value; B-score at 10 µM; 300,000 compounds, 0.39% hits;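 active = B-score over 3 SD under the library average, no early fluorescence shift, positive overall ratio signal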
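System: stable TRPC4beta/mu-opioid receptor HEK293 cells; Dosing: single-point compound dosing; Measured by: Fluo4 Ca2+ flux fluorescence; Read-out basis: per-well B score of integrated baseline-normalized Fluo4 ratio.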
TRPC6 inhibitor: mouse TRPC6 channel inhibitors, primary screen, cell-based, HEK293, membrane potential dye. Short transient receptor potential channel 6 (Mus musculus), Q61143. B-score at 10 µM. AID 2553, 2010. ACh-evoked depolarization; stronger effect = lower value. 310,000 compounds, 1.1% hits;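 active = B-score under library mean minus 3 SD, initial fluorescence not abnormally high, positive integrated signal ratio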;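 note: B-score derived from integrated fluorescence ratio over the kinetic read; more negative B-score means stronger inhibition of depolarization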
MrgX1 ag: agonists of human MrgX1 receptor, primary screen, HEK293 cells, Fluo-4 calcium flux. Fluo-4 calcium fluorescence, agonist mode; stronger effect = higher value. B-score at 10 µM. AID 588627, 2011. 310,000 compounds, 0.44% hits. Mas-related G-protein coupled receptor member X1 (Homo sapiens), Q96LB2;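 active = calcium response B-score plate-corrected fluorescence ratio at least 3 library SD, with starting fluorescence B-score inside 5 SD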
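Test system: HEK293 cells stably expressing human MrgX1 receptor; amount: 15,000 cells per well; doses: compound delivered in addition one of three; times: overnight plating before 1 h dye loading; detection: Fluo-4 NW calcium-flux fluorescence, kinetic read; read-out basis: B-scored fluorescence response ratio; controls: positive and negative controls per plate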
ANO1 block: TMEM16A chloride channel inhibitors, primary screen, cell-based, HTS. Anoctamin-1 (Mus musculus), Q8BHY3. HEK293 TMEM16A/YFP iodide influx fluorescence, ionomycin. AID 588511, 2011. 310,000 compounds, 1.2% hits. normalized B-score (activity score, 25-100; higher = stronger inhibition) at 10 µM;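 active = ratio plate-corrected score three or more library SD toward inhibition, starting fluorescence score within five deviations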;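 note: score derived from kinetic fluorescence span divided by baseline fluorescence per well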
Target sequence (Q8BHY3 whole entry, looked up): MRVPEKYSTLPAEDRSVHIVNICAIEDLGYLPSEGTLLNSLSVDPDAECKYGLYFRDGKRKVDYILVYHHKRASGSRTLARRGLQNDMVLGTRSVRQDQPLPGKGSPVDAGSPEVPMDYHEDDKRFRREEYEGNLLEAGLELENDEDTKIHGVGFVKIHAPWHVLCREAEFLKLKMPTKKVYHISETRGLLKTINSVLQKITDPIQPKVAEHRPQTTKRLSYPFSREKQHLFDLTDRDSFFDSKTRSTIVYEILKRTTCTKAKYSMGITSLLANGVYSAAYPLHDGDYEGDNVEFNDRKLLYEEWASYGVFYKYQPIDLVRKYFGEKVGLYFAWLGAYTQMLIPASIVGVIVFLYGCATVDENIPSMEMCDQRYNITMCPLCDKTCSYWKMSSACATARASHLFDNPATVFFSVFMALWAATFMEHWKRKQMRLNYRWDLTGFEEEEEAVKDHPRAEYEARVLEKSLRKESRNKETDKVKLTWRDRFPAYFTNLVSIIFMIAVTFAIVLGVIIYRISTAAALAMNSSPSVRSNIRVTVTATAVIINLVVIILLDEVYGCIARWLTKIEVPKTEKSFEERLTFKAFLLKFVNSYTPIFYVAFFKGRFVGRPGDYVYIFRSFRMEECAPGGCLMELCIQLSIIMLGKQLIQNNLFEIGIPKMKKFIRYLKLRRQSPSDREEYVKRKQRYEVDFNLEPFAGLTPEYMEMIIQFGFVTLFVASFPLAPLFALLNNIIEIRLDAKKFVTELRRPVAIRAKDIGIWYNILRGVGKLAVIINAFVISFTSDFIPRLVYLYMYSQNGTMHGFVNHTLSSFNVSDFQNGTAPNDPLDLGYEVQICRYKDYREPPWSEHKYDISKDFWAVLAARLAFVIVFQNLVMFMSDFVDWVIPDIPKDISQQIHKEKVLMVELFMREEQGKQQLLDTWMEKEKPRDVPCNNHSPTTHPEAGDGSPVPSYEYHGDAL
MrgX1 antag: antagonists of human MrgX1 receptor, primary screen, HEK293 cells, Fluo-4 calcium flux | Mas-related G-protein coupled receptor member X1 (Homo sapiens), Q96LB2 | B-score at 10 µM | AID 588676, 2011 | 310,000 compounds, 1.3% hits | BAM8-22 antagonism; stronger effect = lower value;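 active = calcium-response B-score plate-corrected more than 3 library SD below zero, starting fluorescence within 5 deviations, no agonist response on first addition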;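 note: peak minus trough fluorescence over baseline after final BAM8-22 challenge near maximal dose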
ANO1 activ: TMEM16A chloride channel activators or potentiators, primary screen, cell-based, HTS. Anoctamin-1 (Mus musculus), Q8BHY3. HEK293 TMEM16A/YFP-H148Q/I152L, iodide quench fluorescence; stronger effect = lower value. B-score at 10 µM. 340,000 compounds, 0.3% hits;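 active = fluorescence-ratio B-score plate-corrected deviation score at least 3 library SD below zero, with starting fluorescence score within 5 deviations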;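 note: channel opened by trigger with iodide after compound preincubation; score built on the fluorescence ratio of max minus min over baseline; more negative score means more quench and so TMEM16A activation or potentiation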
TRPC4 PAM: positive allosteric modulators of TRPC4, primary screen, cell-based, mouse TRPC4beta, HEK293 mu-opioid, Fluo-4 calcium | DAMGO EC20, Fluo-4 Ca2+ flux; stronger effect = higher value | B-score at 10 µM | Short transient receptor potential channel 4 (Mus musculus), Q9QUQ5 | 310,000 compounds, 0.42% hits;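 active = B-score of calcium response area above 5 SD of library B-scores, with initial fluorescence ratio within 5 SD of library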;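 note: B-score of integrated fluorescence ratio over time as area under calcium response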
SKKanGAS inh: S. pyogenes SKKanGAS growth inhibitors in kanamycin, primary screen, streptokinase expression inhibitor project, SKKanGAS strain, BacTiter-Glo luminescence. 6 h. inhibition, % at 7.5 µM. 300,000 compounds, 1.3% hits;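 active = mean replicate score, as percent of positive control median, at least 50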;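 note: strain carries kanamycin resistance gene driven by streptokinase promoter and grows in 40 µg/ml kanamycin; loss of luminescence reflects streptokinase promoter inhibition or plain growth inhibition; 0% = median of DMSO wells and 100% = positive control at its reference dose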
TRPC4 agonist: activators of mouse TRPC4 channel, primary screen, Fluo4 calcium, HEK293 TRPC4beta/mu-opioid cells. Short transient receptor potential channel 4 (Mus musculus), Q9QUQ5. Fluo4 calcium fluorescence; stronger effect = higher value. B-score at 10 µM. 310,000 compounds, 0.49% hits. AID 2237, 2010;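 active = B-score above 5 SD of library B-scores, and initial fluorescence ratio not above library mean plus 5 SD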;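 note: positive B-score marks a calcium rise read as TRPC4 activation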
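Assay system: HEK293 cells stably co-expressing mouse TRPC4beta and mu-opioid receptor / Timing: Fluo4 dye loading 45 min at room temperature, 110 s recording / Signal: Fluo4 calcium-sensitive dye fluorescence, kinetic, 1 Hz baseline / Read-out: integrated baseline-normalised fluorescence ratio, converted to per-well B score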
Numbers without * were called inactive; i = inactive; nt = no result given.

SMILES | MrgX1 allo act | TRPC6 activator | TRPC4 inh | TRPC6 inhibitor | MrgX1 ag | ANO1 block | MrgX1 antag | ANO1 activ | TRPC4 PAM | SKKanGAS inh | TRPC4 agonist
Cc1ccc(CNC(=O)Cc2ccc(-n3c(=O)[nH]c4ccsc4c3=O)cc2)cc1 | i | i | i | i | i | i | i | i | i | 2 | i
COc1cc(NC(=S)Nc2ccc(S(=O)(=O)N3CCOCC3)cc2)cc(OC)c1OC | i | i | i | i | i | i | i | i | i | -10 | i
COc1cc(/C=N/n2c(C)nc3ccccc3c2=O)cc(OC)c1O | i | i | i | i | i | i | i | i | i | 1 | i
C/C(=N\NC(=O)c1cccc(N/N=C(\C)c2ccncc2)c1)c1ccncc1 | i | i | i | i | i | i | i | i | i | 5 | i
Cn1c(SCC(=O)Nc2ccccc2C(F)(F)F)nc2c(c1=O)SCC2 | i | i | i | i | i | i | i | i | i | 9 | i
CC1CCCN(C(=O)c2ccc(S(=O)(=O)N3CCC(c4nc5ccccc5s4)CC3)cc2)C1 (stereo unspecified) | i | i | i | i | i | i | i | i | i | 1 | i
COc1cccc(NC(=S)N(CCN2CCCCC2)Cc2ccco2)c1 | i | i | i | i | i | i | i | i | i | -1 | i
CC(Oc1ccc(Br)cc1)C(=O)Nc1cc(Cl)ccc1N1CCN(C)CC1 (stereo unspecified) | i | i | i | i | i | i | i | i | i | -9 | i
COc1ccccc1NS(=O)(=O)c1cc(NC(=O)CCC(=O)c2cccs2)ccc1Cl | i | i | i | i | i | i | i | i | i | 11 | i
C/C(=N\NC(=O)C(O)(c1ccccc1)c1ccccc1)c1ccc(C)o1 | i | i | i | i | i | i | i | i | i | 4 | i
CCN1C(=O)[C@@H]2[C@@H](c3ccc(-c4cccc(Cl)c4)c(OC)c3)N3CCCC[C@@]3(C(=O)OC)[C@@H]2C1=O | i | i | i | i | i | i | i | i | i | 4 | i
CC(C)CC(C(=O)O)N1C(=O)C2C3CC(C2C1=O)C1C(c2ccccc2)c2sc(=O)[nH]c2SC31 (stereo unspecified) | i | i | i | i | i | i | i | i | i | 4 | i
O=C(NC(=S)Nc1ccc(F)cc1)c1ccc2c(c1)OCCO2 | i | i | i | i | i | i | i | i | i | -11 | i
O=C(C1CC(=O)N(c2ccccc2)C1)N1CCN(c2ccccc2F)CC1 (stereo unspecified) | i | i | i | i | i | i | i | i | i | -2 | i
O=C(O)COCc1nc2ccccc2[nH]1 | i | i | i | i | i | i | i | i | i | 3 | i
Cc1ccccc1Cn1cc(C)c(=O)[nH]c1=O | i | i | i | i | i | i | i | i | i | 5 | i
CCOC(=O)N1CCC(NC(=O)COc2cc(=O)n(C)c3ccccc23)CC1 | i | i | i | i | i | i | i | i | i | -4 | i
CC(=O)O/N=C(/C)c1ncc(C(F)(F)F)cc1N1CCOCC1 | i | i | i | i | i | i | i | i | i | 5 | i
Cc1ccc(OCC(=O)NCCNC(=O)c2ccncc2)cc1C | i | i | i | i | i | i | i | i | i | -14 | i
Cc1cccc(NCc2n[nH]c(=S)n2-c2ccccc2)c1 | i | i | i | i | i | i | i | i | i | 0 | i
CC1(C)CC(=O)C(C2c3ccccc3S(=O)(=O)c3ccccc32)C(=O)C1 | i | i | i | i | i | i | i | i | i | 2 | i
CC(=O)c1ccc(NC(=O)CSc2nnc(NC(=O)CN3CCOCC3)s2)cc1 | i | nt | nt | nt | i | i | i | i | nt | 0 | nt
COc1ccc2cc(C(=O)c3ccccc3)c(=O)oc2c1 | i | i | i | i | i | i | i | i | i | 3 | i
S=c1[nH]nc(Cn2nnc3ccccc32)n1-c1ccc(Cl)cc1 | i | i | i | i | i | i | i | i | i | 8 | i
NN=C1c2cc([N+](=O)[O-])ccc2-c2ccc([N+](=O)[O-])cc21 | nt | i | i | i | nt | nt | nt | nt | 18* | 17 | i
CCN(CC)S(=O)(=O)c1ccc(NC(=O)CSc2cccc[n+]2[O-])cc1 | i | i | i | i | i | i | i | i | i | 3 | i
CS/C(=C(/C#N)S(=O)(=O)c1ccc(Cl)cc1)N1CCOCC1 | i | i | i | i | i | i | i | i | i | -6 | i
Cc1cc(C)n(CCOc2ccc(Br)cc2)n1 | i | i | i | i | i | i | i | i | i | 3 | i
Cn1c(=S)[nH]c(=O)c2ncc(=O)[nH]c21 | i | i | i | i | i | i | i | i | i | -2 | i
O=C(CNS(=O)(=O)c1ccccc1)N1CCN(c2ccccc2)CC1 | i | i | i | i | i | i | i | i | i | -3 | i
CCOc1ccc(Br)cc1S(=O)(=O)Nc1ccc(C(=O)OC(C)C(=O)N(C)c2ccccc2)cc1 (stereo unspecified) | i | i | i | i | i | i | i | i | i | 21 | i
COc1cc(NS(=O)(=O)c2ccc(NC(=O)NC3CCCCC3)cc2)nc(OC)n1 | i | i | i | i | i | i | i | i | i | 6 | i
O=C(CSc1cn(Cc2ccccc2)c2ccccc12)N1CCOCC1 | i | i | i | i | i | i | i | i | i | -4 | i
CCC(C)(C(=O)NC1CCCCC1)N(Cc1ccco1)C(=O)c1cnccn1 (stereo unspecified) | i | i | i | i | i | i | i | i | i | 1 | i
O=C(Nc1ccon1)c1sc2cc(Cl)ccc2c1Cl | i | i | i | i | i | i | i | i | i | 3 | i
COc1ccc(N2CCN(C(=O)Cn3ncc4c([nH]c5ccccc54)c3=O)CC2)cc1 | i | i | i | i | i | i | i | i | i | -10 | i
CN(C)c1ncc(S(=O)(=O)c2ccccc2)c(-c2ccc(Cl)cc2Cl)n1 | i | i | i | i | i | i | i | i | i | 31 | i
CCOCCCNC(=O)C1CCN(S(=O)(=O)N2CCCC2)CC1 | i | i | i | i | i | i | i | i | i | -2 | i
O=C(/C=C\c1ccco1)c1ccc(NC(=O)c2ccco2)cc1 | i | i | i | i | i | i | i | i | i | 15 | i
Cc1ccc(NC(=O)C2CCN(c3ncnc4sc(C)c(C)c34)CC2)cc1S(=O)(=O)N(C)C | i | i | i | i | i | i | i | i | i | 4 | i
Cn1c(N)c(C(=O)COC(=O)c2cc(C3CC3)nc3ccccc23)c(=O)n(Cc2ccccc2)c1=O | i | i | i | i | i | i | i | i | i | 47 | i
O=C(NC1CCS(=O)(=O)C1)c1ccc(S(=O)(=O)NCC2CCCO2)cc1 (stereo unspecified) | i | i | i | i | i | i | i | i | i | -5 | i
C=CCn1c(SCC(=O)Nc2nncs2)nnc1-c1ccco1 | i | i | i | i | i | i | i | i | i | 1 | i
O=C(CCCCn1c(=O)c2ccccc2n(CC(=O)Nc2cccc(F)c2)c1=O)NCc1ccco1 | i | i | i | i | i | i | i | i | i | 2 | i
Cc1cc(C(=O)N2CCOCC2)c(C)o1 | i | i | i | i | i | i | i | i | i | -5 | i

Full records, looked up by structure. Values in the order: MrgX1 allo act	TRPC6 activator	TRPC4 inh	TRPC6 inhibitor	MrgX1 ag	ANO1 block	MrgX1 antag	ANO1 activ	TRPC4 PAM	SKKanGAS inh	TRPC4 agonist
`Cc1ccc(CNC(=O)Cc2ccc(-n3c(=O)[nH]c4ccsc4c3=O)cc2)cc1` in the list: i	i	i	i	i	i	i	i	i	2	i
`CC(=O)c1ccc(NC(=O)CSc2nnc(NC(=O)CN3CCOCC3)s2)cc1` in the list: i	nt	nt	nt	i	i	i	i	nt	0	nt

Carrying on.
SMILES | MrgX1 allo act | TRPC6 activator | TRPC4 inh | TRPC6 inhibitor | MrgX1 ag | ANO1 block | MrgX1 antag | ANO1 activ | TRPC4 PAM | SKKanGAS inh | TRPC4 agonist
Cc1cc(NC(=O)/C=C\C(=O)O)c([N+](=O)[O-])cc1C | i | i | i | i | i | i | i | i | i | -2 | i
CCOc1ccc(NC(=O)NCCCN2CCCC2)cc1 | i | i | i | i | i | i | i | i | i | 0 | i
Cc1cnc(C(=O)OCC(=O)Nc2ccc(Cl)cc2)cn1 | i | i | i | i | i | i | i | i | i | 11 | i
CCOC(=O)c1ccc(NC(=O)c2cccnc2)cc1 | i | i | i | i | i | i | i | i | i | -1 | i
C/C(=N\Nc1ccc(Cl)c(C(=O)O)c1)c1cccc([N+](=O)[O-])c1 | i | i | i | i | i | i | i | i | i | 9 | i
C=CCNC(=O)/C(C#N)=C/c1ccccc1Cl | i | i | i | i | i | i | i | i | i | 4 | i
Cc1cccc(C)c1NC(=O)Cn1nnc(C(=O)Nc2ccc(F)cc2F)c1N | i | i | i | i | i | i | i | i | i | 1 | i
O=C(Cc1ccccc1)Nc1ccccc1C(=O)Nc1ccccc1 | i | i | i | i | i | i | i | i | i | 0 | i
CC12CCC(C(=O)N(NC(=O)c3ccc(O)cc3)C1=O)C2(C)C (stereo unspecified) | i | i | i | i | i | i | i | i | i | -1 | i
CC(=O)c1n[nH]nc1Nc1nc(C)cc(C)n1 | i | i | i | i | i | i | i | i | i | -2 | i
CNc1ccc2c3c(cccc13)C(=O)N(C)C2=O | i | i | i | i | i | i | i | i | i | -19 | i
COC(=O)NCC(c1ccco1)N1CCN(c2ccc(OC)cc2)CC1 (stereo unspecified) | i | i | i | i | i | i | i | i | i | -2 | i
CCCc1noc2c1/C(=N\O)CC(CC(C)SCC)C2 (stereo unspecified) | i | i | -6* | i | i | i | i | i | i | -8 | i
Cc1ccc(CNC(=O)c2ccc(OCC3CCCO3)cc2)cc1 (stereo unspecified) | i | i | i | i | i | i | i | i | i | -1 | i
CCc1ccccc1N1CCN(S(=O)(=O)c2cc(OC)ccc2OC)CC1 | i | i | i | i | i | i | i | i | i | 2 | i
